Compound activity as filed in PubChem BioAssay.
SIRT5 block = sirtuin-5 (human) deacylase inhibition | Q9NXA8 | Purified SirT5, succinyl-peptide AMC, trypsin-coupled fluorescence | inhibition, % at 15 µM | 330,000 tested, 1.1% active | AID 652115; in the data active = inhibition above about 15%; inconclusive = no clear call, values can overlap the other calls
Target sequence (Q9NXA8 whole entry, looked up): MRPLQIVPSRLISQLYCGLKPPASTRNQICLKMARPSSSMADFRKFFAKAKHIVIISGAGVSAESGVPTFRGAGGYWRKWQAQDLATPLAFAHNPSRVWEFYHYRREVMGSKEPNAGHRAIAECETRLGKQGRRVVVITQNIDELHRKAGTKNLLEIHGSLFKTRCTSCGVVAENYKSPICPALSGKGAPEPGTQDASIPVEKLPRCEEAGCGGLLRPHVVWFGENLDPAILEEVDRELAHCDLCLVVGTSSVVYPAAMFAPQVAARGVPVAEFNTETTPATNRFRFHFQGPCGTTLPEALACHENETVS
DENV2 CPE = inhibitors of DENV2 cytopathic effect | DENV2-infected cells, cytopathic effect rescue, plate reader | CPE inhibition, % at 9.99 µM | 350,000 tested, 1.7% active | AID 651640; in the data active = CPE inhibition above about 20%, passing the limit was not always enough; inconclusive = no clear call, values can overlap the other calls; tested in BHK-21 cells;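 also: 0% = median of neutral control wells and 100% = median of positive control wells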
ARNT-TACC3 inh = disruptors of human ARNT/TACC3 interaction; Q9Y6A5; 390,000 tested, 0.66% active; AlphaScreen His-ARNT PAS-B/GST-TACC3 binding, luminescence; TACC3 fragment carries E629A point mutation; inhibition, % at 9.99 µM;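 active = mean inhibition of replicates at least 50% and at least half of replicates each reaching 50%; inconclusive = half or more replicates reach 50% but mean below 50%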;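 also: 0% = complete ARNT plus TACC3 wells and 100% = ARNT alone without TACC3; many hits fall short of the cut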
LGR2 antag = Drosophila LGR2 receptor signaling inhibition; inhibition, % at 9.99 µM; 380,000 tested, 0.35% active; HEK293 LGR2, CRE-luciferase, bursicon-stimulated, 4 h;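 active = drop in luminescence signal, shown as inhibition above about 50% in the replicate tests, limit read from the data, passing the limit was not always enough; inconclusive = probably only some replicates passing the limit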;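 also: agonist challenge used bursicon conditioned medium at about half maximal strength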
PAX8 reporter = lowers PAX8-driven luciferase in RMG-I cells | 360,000 tested, 1.2% active | AID 652154 | RMG-I TPO-luciferase reporter, SteadyGlo, 24 h | inhibition, % at 12.6 µM;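 active = mean replicate inhibition at least 60% with every replicate also reaching 60%; inconclusive = only one of the two criteria is met; inactive = mean below 60% and not all replicates reaching 60%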;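 also: luciferase light reporting Pax8 driven TPO promoter activity; plate controls were median of neutral control wells for no effect and mitoxantrone controls for full effect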
EWS-Fli block = inhibitors of EWS/Fli oncoprotein transcriptional activity | A673 NR0B1-luciferase reporter, viability-normalised | inhibition, % at 12.6 µM | 350,000 tested, 0.67% active;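 active = mean inhibition of at least 50% after viability correction, with every replicate also passing that limit; inconclusive = mean reaches 50% but only one of two replicates passes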;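 also: firefly luciferase signal divided by Alamar Blue viability fluorescence both relative to DMSO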
CASP6 VEID inh = caspase-6 (human) enzyme inhibition | P55212 | AID 686996 | inhibition, % at 12.5 µM | purified caspase-6, Z-VEID-R110 cleavage fluorescence | 350,000 tested, 0.53% active;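 active = mean inhibition across replicates at least about 35%, with every replicate also reaching that limit, limit read from the data; inconclusive = only one of the two criteria met; inactive = neither criterion met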;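 also: 0% = median of neutral control wells and 100% = no fluorescence left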
Target sequence (P55212 24-179 limits assumed): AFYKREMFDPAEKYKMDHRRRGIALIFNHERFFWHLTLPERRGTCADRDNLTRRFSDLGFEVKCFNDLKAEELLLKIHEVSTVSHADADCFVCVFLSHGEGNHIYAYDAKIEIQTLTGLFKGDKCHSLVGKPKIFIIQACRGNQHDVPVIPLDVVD
Target sequence (P55212 194-293 limits assumed): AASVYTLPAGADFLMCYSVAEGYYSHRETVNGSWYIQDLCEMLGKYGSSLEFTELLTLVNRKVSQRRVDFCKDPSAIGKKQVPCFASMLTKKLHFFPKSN
* marks the source's active call; other numbers are inactive results; ? = inconclusive; · = not tested or not shown.

SMILES	SIRT5 block	DENV2 CPE	ARNT-TACC3 inh	LGR2 antag	PAX8 reporter	EWS-Fli block	CASP6 VEID inh
Cc1cc(O)c(NC(=O)c2cccc([N+](=O)[O-])c2)cc1C	-2	·	9	-51	-27	-84	1
O=C(Cn1cc(COc2ccc(Cl)c(Cl)c2)nn1)NS(=O)(=O)c1ccccc1C(F)(F)F	·	?	·	-8	5	-2	3
COC(=O)c1ccc(CN2CC(=O)N3[C@H](CO)[C@H](c4ccc(-c5cccnc5)cc4)[C@H]3C2)cc1	-2	-3	·	23	·	0	2
O=C(O)c1ccc(N/N=C/c2cc(Br)cs2)cc1	1	3	1	43	26	65*	4
NNC(=O)Cn1c2ccccc2c2ccccc21	-3	-2	14	11	-1	15	-4
O=C(NC(Cc1ccccc1)C(=O)O)/C(=C\c1ccccc1)NC(=O)c1ccc(Br)o1 (centres undefined)	1	-7	-2	-8	-1	·	1
NC(=O)C1CCN(C(=O)c2ccc(NS(=O)(=O)/C=C/c3ccccc3)cc2)CC1	-1	-10	·	-25	-24	12	-4
Cc1ccc(C(C(=O)NCC2CCCO2)N(C(=O)c2snc(C(N)=O)c2N)c2ccc(C(C)C)cc2)o1 (centres undefined)	-1	0	-2	-8	18	-26	5
Cc1ccc(C)c(NC(=O)CN(C)C(=O)[C@@H](NC(N)=O)C(C)C)c1	-5	·	-11	16	-16	-6	-7
C[C@@H]1CN([C@@H](C)CO)C(=O)c2cc(C#CCc3ccccc3)cnc2O[C@@H]1CN(C)C(=O)C1CCOCC1	-2	95*	-2	-8	-22	-7	2
CN(c1ccccc1)S(=O)(=O)c1cccc(NS(=O)(=O)c2ccc(/C=C/C(=O)O)cc2)c1	-1	?	-1	-1	9	-15	2
Cc1cccc(NC(=O)CSc2nc3[nH]ncc3c(=O)[nH]2)c1C	-5	0	5	-1	14	2	3
CCCCCCCCN1C(=O)[C@@H](CC(=O)NCc2ccccc2)C[C@@]2(C(=O)OC)C1=C[C@H](C(C)(C)C)O[C@@H]2C	·	14	·	?	20	20	1
COc1ccc(S(=O)(=O)N(C)c2ccc(C(=O)Nc3ccccc3C(=O)N3CCOCC3)cc2)cc1OC	-3	16	-11	-9	-16	·	-1
CC=Cc1ccc2n(c1=O)C[C@H]1[C@H](CO)[C@@H](C(=O)NCCc3ccccc3)N(C(C)=O)[C@@H]21 (mixture of isomers)	-5	-3	8	1	·	0	-1
OC[C@H]1[C@H]2c3ccccc3NC[C@H]2N1CC1CCOCC1	-3	21*	5	8	2	3	3
O=C(NC1CCC1)[C@@H]1[C@@H](CO)[C@@H]2Cn3c(cccc3=O)[C@H]1N2CC1CCCCC1	0	-6	4	-10	·	-3	-1
O=C(Nc1ccccc1)[C@@H]1CC=C[C@@H]2CCN(C3CCCCC3)C(=O)[C@@H]21	·	-3	-5	6	13	5	0
CO[C@H]1CN(C)C(=O)c2ccc(NC(=O)c3ccccc3F)cc2OC[C@H](C)N(C(C)=O)C[C@@H]1C	1	18	-22	-6	3	-6	-1
O=C(c1ccc2c(c1)OCO2)N1CCC2(CC1)Oc1ccc(Cl)cc1C(=O)C21CC(c2ccc(Cl)cc2)=NO1 (centres undefined)	·	?	·	3	-14	-8	2
Cc1ccccc1OCC(=O)Nc1ccc(N2CCN(C)CC2)c(Cl)c1	-1	-2	-1	-48	-138	-71	-15
Cc1ccc(/C=C2\CCC(C3CCCC3)C2=O)cc1 (centres undefined)	·	·	-3	-37	-85	-54	·
CCOc1cc(/C=N/NC(=O)c2ccc(CSc3nncn3C)cc2)ccc1OCC(=O)N1CCOCC1	0	-5	2	-41	9	3	-1
CC(=O)Nc1ccc(NC(=O)COC(=O)c2ccccn2)cc1	-1	13	13	0	7	5	1
O=c1[nH]snc1-c1c(Cl)cccc1Cl	·	-2	-4	·	·	-12	-1

Two of the compounds above, with values under each structure.
Order of values: SIRT5 block	DENV2 CPE	ARNT-TACC3 inh	LGR2 antag	PAX8 reporter	EWS-Fli block	CASP6 VEID inh
- COc1ccc(S(=O)(=O)N(C)c2ccc(C(=O)Nc3ccccc3C(=O)N3CCOCC3)cc2)cc1OC
    -3	16	-11	-9	-16	·	-1
- CC=Cc1ccc2n(c1=O)C[C@H]1[C@H](CO)[C@@H](C(=O)NCCc3ccccc3)N(C(C)=O)[C@@H]21 (mixture of isomers)
    -5	-3	8	1	·	0	-1

The list goes on:
SMILES	SIRT5 block	DENV2 CPE	ARNT-TACC3 inh	LGR2 antag	PAX8 reporter	EWS-Fli block	CASP6 VEID inh
COc1ccc(S(=O)(=O)Nc2ccc(C)c(S(=O)(=O)N3CCOCC3)c2)cc1[N+](=O)[O-]	0	-6	-1	-13	5	0	-2
COc1cccc(C#Cc2ccc([C@@H]3[C@H]4CN(C(=O)Cc5ccccc5)CC(=O)N4[C@H]3CO)cc2)c1	0	-1	·	5	13	11	·
COc1ccc(OCC(=O)Nc2c(C(=O)N3CCC(N4CCCCC4)CC3)oc3ccccc23)cc1	-2	-1	2	3	-6	·	-12
COc1ccccc1C(=O)Nc1ccc2c(c1)C(=O)N(C)C[C@H](OC)[C@@H](C)CN[C@@H](C)CO2	3	7	2	-3	-2	2	1
CCNC(=O)[C@H]1[C@H](CO)[C@H]2Cn3c(ccc(-c4ccccc4)c3=O)[C@H]2N1C(=O)C1CCCC1	-8	-12	26	-4	-8	-3	-1
Cc1ccc(S(=O)(=O)N(C)C[C@@H]2Oc3ncc(-c4cccc(C(F)(F)F)c4)cc3C(=O)N([C@H](C)CO)C[C@@H]2C)cc1	7	0	13	-8	24	11	-2
Cc1cc(N2CCCCC2)nc(N)n1	1	-12	-5	·	-9	-12	-5
COc1ccc2c(c1)OC[C@H]1[C@H]2N2C(=O)c3ccc(F)cc3NC(=O)[C@@]2(C)[C@H]1c1ccccc1	·	55*	0	17	42	37	-1
COc1ccc(CCCC(=O)Nc2cc(C)ccc2OC)cc1	·	5	-11	1	1	2	1
CCCCCCCCCCCC(=O)NC(C(=O)O)C(O)c1ccccc1 (centres undefined)	6	-1	-3	5	15	30	3
CCN(CC(=O)Nc1ccc(OC)cc1)C(=O)Cc1coc2cc(C)c(C)cc12	-1	?	5	9	5	3	-106
CN1C(=O)c2cc(NS(=O)(=O)c3ccc(F)cc3)ccc2OC[C@@H]2O[C@H](CC(=O)O)CC[C@H]21	6	-3	-17	25	-2	7	0
Cn1cnnc1SCc1ccc(C(=O)N=Nc2c(O)n(Cc3ccc(Cl)cc3)c3ccccc23)cc1	·	·	0	-6	10	·	·
Cc1noc(C)c1S(=O)(=O)N(C)C[C@@H]1OCCCC[C@@H](C)Oc2ccc(NC(=O)c3ccccc3)cc2C(=O)N([C@H](C)CO)C[C@@H]1C	7	-3	-7	1	11	-4	0
Cc1noc(C)c1S(=O)(=O)Nc1ccc2c(c1)C(=O)N([C@@H](C)CO)C[C@@H](C)[C@H](CN(C)CC1CC1)O2	-1	-7	-1	1	-12	-1	-4
O=C(CN1CCOCC1)N1[C@@H]2CNc3ccccc3[C@@H]2[C@@H]1CO	0	-5	-1	-2	-10	-1	-1
COc1ccc(S(=O)(=O)Nc2ccc3c(c2)C(=O)N([C@H](C)CO)C[C@@H](C)[C@@H](CN(C)C(=O)Nc2c(C)noc2C)O3)cc1	-3	-2	-3	10	·	-2	0
O=c1[nH]cc(NCCc2ccccc2)c(=O)[nH]1	0	0	6	-2	-1	-14	2
Cc1cccc(NC(=O)COC(=O)c2ccc3c(=O)n4c(nc3c2)CCC4)c1	·	·	-4	3	11	·	·
COc1ccccc1NC(=O)C(C)OC(=O)C1CCN(S(=O)(=O)c2ccccc2C(F)(F)F)CC1 (centres undefined)	-3	54*	-7	7	12	-2	-4
CN(C)C(=O)[C@H]1[C@H](CO)[C@H]2Cn3c(ccc(C4=CCCC4)c3=O)[C@H]2N1C(=O)c1ccccc1F	-10	0	0	-14	11	-2	·
CCN(CC(=O)Nc1c(F)cccc1F)C(=O)COc1ccc2c(c1)CCC2	-2	0	-7	-1	-6	-6	-133
COc1ccccc1-c1ccc([C@@H]2[C@@H]3CN(S(=O)(=O)c4ccc(-c5ccccc5)cc4)C[C@H]2N3)cc1	21*	1	·	18	107*	-3	0
C[C@@H]1CN([C@@H](C)CO)C(=O)c2cccc(NC(=O)Nc3ccc(C(F)(F)F)cc3)c2O[C@H]1CN(C)Cc1ccc(Oc2ccccc2)cc1	2	-4	-5	8	·	7	1
COc1ccccc1S(=O)(=O)N1CC[C@@H]2[C@@H](CO)N(C)c3ccc(-c4ccc(F)cc4)cc3[C@@H]21	·	15	0	6	30	35	4

Next section:
SMILES	SIRT5 block	DENV2 CPE	ARNT-TACC3 inh	LGR2 antag	PAX8 reporter	EWS-Fli block	CASP6 VEID inh
COCCNC(=O)/C(C#N)=C/c1ccc(OCc2ccc(F)cc2)cc1	5	·	-2	-49	-59	-66	1
CCN(CC(=O)Nc1ccc(NC(C)=O)cc1)C(=O)/C=C/c1ccc(C)o1	3	-1	4	5	-2	3	2
CSc1nc(C)c(CCOCc2ccc(F)cc2)c(=O)[nH]1	9	2	0	35	17	-7	-13
CC(C)NC(=O)Nc1cccc2c1O[C@@H](CN(C)Cc1ccc(Cl)c(Cl)c1)[C@H](C)CN([C@@H](C)CO)C2=O	3	-16	·	-20	·	17	0
O=c1[nH]n(Cc2ccccc2)c2ccccc12	-4	0	18	0	-18	6	0
Cc1cc(O)cc2c1C1CCC3(C)C(O)CCC3C1C=C2 (centres undefined)	-3	17	-6	1	-11	13	2
CC(C)NC(=O)Nc1ccc2c(c1)C(=O)N(C)[C@H]1CC[C@H](CC(=O)NCC3CCCCC3)O[C@@H]1CO2	3	-11	-2	15	-3	-2	1
O=C1CC(Sc2ccc(Cl)cc2)C(=O)N1c1ccc2c(c1)OCCO2 (centres undefined)	-1	8	-5	9	-19	-25	0
COc1ccc(OC)c(CNC(=O)c2[nH]c(C(F)(F)F)nc2-c2ccccc2)c1	0	9	·	-1	-11	4	-2
CCCCCNC(=O)c1c[nH]c2ccc(S(=O)(=O)N3CCC4(CC3)OCCO4)cc2c1=O	-1	-1	·	3	-14	10	5
Cc1cc(C(=O)OCC(=O)N2CC(C)OC(C)C2)c2ccccc2n1 (centres undefined)	-4	-2	-1	-9	16	11	-2
C[C@@H]1CN([C@H](C)CO)C(=O)c2cccc(NC(=O)C3CC3)c2O[C@@H]1CN(C)C(=O)Nc1ccc2c(c1)OCO2	0	8	-1	-11	·	-4	3

3 compounds already listed, ordered by the number in CASP6 VEID inh, lowest first.
SMILES	SIRT5 block	DENV2 CPE	ARNT-TACC3 inh	LGR2 antag	CASP6 VEID inh
CC(C)NC(=O)Nc1cccc2c1O[C@@H](CN(C)Cc1ccc(Cl)c(Cl)c1)[C@H](C)CN([C@@H](C)CO)C2=O	3	-16	·	-20	0
CC(C)NC(=O)Nc1ccc2c(c1)C(=O)N(C)[C@H]1CC[C@H](CC(=O)NCC3CCCCC3)O[C@@H]1CO2	3	-11	-2	15	1
C[C@@H]1CN([C@H](C)CO)C(=O)c2cccc(NC(=O)C3CC3)c2O[C@@H]1CN(C)C(=O)Nc1ccc2c(c1)OCO2	0	8	-1	-11	3

Single records, as listed above. Order of values: SIRT5 block	DENV2 CPE	ARNT-TACC3 inh	LGR2 antag	PAX8 reporter	EWS-Fli block	CASP6 VEID inh
COCCNC(=O)/C(C#N)=C/c1ccc(OCc2ccc(F)cc2)cc1 is listed with 5	·	-2	-49	-59	-66	1
O=C1CC(Sc2ccc(Cl)cc2)C(=O)N1c1ccc2c(c1)OCCO2 (centres undefined) is listed with -1	8	-5	9	-19	-25	0
CC(C)NC(=O)Nc1ccc2c(c1)C(=O)N(C)[C@H]1CC[C@H](CC(=O)NCC3CCCCC3)O[C@@H]1CO2 is listed with 3	-11	-2	15	-3	-2	1
Cc1cc(O)cc2c1C1CCC3(C)C(O)CCC3C1C=C2 (centres undefined) is listed with -3	17	-6	1	-11	13	2
CCCCCNC(=O)c1c[nH]c2ccc(S(=O)(=O)N3CCC4(CC3)OCCO4)cc2c1=O is listed with -1	-1	·	3	-14	10	5
